Screening results as filed in PubChem BioAssay.
APJ antagonist: antagonists of human APJ apelin receptor; P35414; CHO-K1 APJ beta-arrestin complementation, luminescence; inhibition, % at 20 µM; actives 0.32% (n = 330,000);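 active = inhibition above about 40% at 20 µM, limit read from the data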;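 note: cells challenged with 10 nM apelin-13 agonist together with compound; plate controls were apelin-13 plus DMSO wells for no effect and DMSO wells lacking apelin-13 for full effect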
Jurkat NFkB inh: lowers PMA/ionomycin-induced NF-kB signal in Jurkat cells | PMA/ionomycin-induced NF-kB luciferase reporter, luminescence | inhibition, % at 4 µM | actives 0.53% (n = 330,000) | AID 435003; in the data active = inhibition above about 50%
tim23-1 inh: growth inhibitors of tim23-1 mutant yeast; S. cerevisiae tim23-1 growth, BacTiter-Glo luminescence, 24 h; inhibition, % at 20 µM; actives 1.3% (n = 330,000); AID 463212;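 active = growth inhibition of the mutant yeast at or above 50%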;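 note: temperature-sensitive mutant grown at 25 °C; plate controls were DMSO-treated mutant yeast for no effect and medium wells lacking yeast for full effect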
697 NFkB inh: inhibitors of the PMA/ionomycin-induced NF-kB reporter in 697 B cells; 697 B-cell NF-kB luciferase reporter, 16 h; inhibition, % at 4 µM; actives 0.33% (n = 330,000); AID 435022; in the data active = inhibition above about 35%
XBP1 UPR activ: adaptive UPR (XBP1) activation; CHO-XBP1 luciferase reporter, IRE1-XBP1 UPR activation, luminescence; percent of tunicamycin response, DMSO as zero; activation, % at 20 µM; actives 0.33% (n = 330,000); AID 463104;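 active = versus positive control, 20 µM dose yields 30% or more activation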;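 note: 100% = tunicamycin at 10 µg/mL and 0% = DMSO only wells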
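Material – CHO cell line with stable XBP1 luciferase reporter · Buffer or medium – F12 plus 10% FBS · Compound – single point, 20 µM final compound, 1% DMSO · Schedule – 16-18 h cell attachment at 37 °C, then 6 h compound exposure · Signal – Steady-Glo luminescence read · Benchmarks – high control tunicamycin 10 µg/mL final, low control DMSO vehicle only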
UPR CHOP act: apoptotic UPR (CHOP) activation; CHO-CHOP luciferase reporter, luminescence; percent of tunicamycin response over DMSO baseline; activation, % at 10 µM; actives 0.34% (n = 330,000); AID 449763;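 active = at 10 µM dose, activation of 40% or more, normalized to positive control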;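 note: 100% = tunicamycin at 10 µg/mL and 0% = DMSO alone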
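Test system: CHO-CHOP cells, stable luciferase reporter of PERK-eIF2a-CHOP signalling | Quantity: 500 CHO-CHOP cells per well | Buffer or medium: F12 plus 10% serum | Compound dosing: 10 µM single point, 0.5% DMSO | Schedule: 6 h compound treatment, 37 °C | Signal: Luciferase luminescence | Control set: Tunicamycin high control, DMSO low control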
Mdm2 MdmX PPI: disrupts the human Mdm2-MdmX interaction | O15151+Q00987 | actives 3% (n = 330,000) | SaOS-2 split-luciferase Mdm2/MdmX complementation, luminescence | inhibition, % at 8 µM;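 active = inhibition of at least 50% at 8 µM in the primary screen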
Target sequence (O15151 whole entry, looked up): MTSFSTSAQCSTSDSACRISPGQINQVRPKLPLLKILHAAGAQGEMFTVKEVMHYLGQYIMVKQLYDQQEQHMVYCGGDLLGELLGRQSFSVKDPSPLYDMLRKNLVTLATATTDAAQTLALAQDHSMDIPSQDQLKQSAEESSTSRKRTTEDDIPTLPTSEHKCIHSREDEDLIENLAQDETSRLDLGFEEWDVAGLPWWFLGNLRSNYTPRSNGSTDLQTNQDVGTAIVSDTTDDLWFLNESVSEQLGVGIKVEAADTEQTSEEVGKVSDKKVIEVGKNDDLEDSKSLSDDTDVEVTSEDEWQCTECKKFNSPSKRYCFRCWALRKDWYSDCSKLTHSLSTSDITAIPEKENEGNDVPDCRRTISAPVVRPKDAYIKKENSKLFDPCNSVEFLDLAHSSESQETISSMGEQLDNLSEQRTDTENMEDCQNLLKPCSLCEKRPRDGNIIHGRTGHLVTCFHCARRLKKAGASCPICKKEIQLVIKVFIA
Target sequence (Q00987 whole entry, looked up): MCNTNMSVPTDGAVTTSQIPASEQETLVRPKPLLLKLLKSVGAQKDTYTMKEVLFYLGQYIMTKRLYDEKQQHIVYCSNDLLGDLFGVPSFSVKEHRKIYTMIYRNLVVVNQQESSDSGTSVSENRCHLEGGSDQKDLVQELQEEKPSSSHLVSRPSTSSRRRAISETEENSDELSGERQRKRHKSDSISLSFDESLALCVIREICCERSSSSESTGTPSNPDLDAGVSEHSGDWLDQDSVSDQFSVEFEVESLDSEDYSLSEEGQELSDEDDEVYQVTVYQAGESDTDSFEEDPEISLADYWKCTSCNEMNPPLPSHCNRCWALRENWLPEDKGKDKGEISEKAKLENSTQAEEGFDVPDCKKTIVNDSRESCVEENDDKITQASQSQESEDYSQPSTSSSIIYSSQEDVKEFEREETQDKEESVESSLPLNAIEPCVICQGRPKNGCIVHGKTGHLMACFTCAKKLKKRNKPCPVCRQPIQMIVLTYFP
APJ agonist: activates the human apelin receptor APJ; P35414; CHO-K1 APJ PathHunter beta-arrestin, luminescence; 0% DMSO wells, 100% apelin; activation, % at 20 µM; actives 0.11% (n = 330,000); AID 2520;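 active = activation more than six SD over the plate average, tested at 20 µM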;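 note: 0% = DMSO alone and 100% = apelin-13 at 10 nM; some results filed as inactive read as strong as hits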
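assay system = CHO-K1 APJ beta-arrestin complementation cell line | input = cell density 1000 per well | dosing = compound 20 µM once, DMSO 1% | timing = compound 90 min 25 °C, reagent 1 h | measured by = luminescence from split beta-galactosidase complementation, Galacton Star/Emerald II substrate | read-out basis = APJ agonist activity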
* marks the source's active call; other numbers are inactive results.

SMILES	APJ antagonist	Jurkat NFkB inh	tim23-1 inh	697 NFkB inh	XBP1 UPR activ	UPR CHOP act	Mdm2 MdmX PPI	APJ agonist
CN1CCN(C(=O)C(C(=O)c2ccc(F)cc2)n2ccccc2=O)CC1 (stereo not drawn)	-13	-5	7	2	1	1.1	-21	-4
Cn1c(=O)[nH]c(=O)c2c1nc(N/N=C/c1ccncc1)n2Cc1ccc(F)cc1	18	5	14	29	-2	2.3	27	-4
CCOCCCNC(=O)COC(=O)/C=C/c1ccc(S(=O)(=O)N2CCc3ccccc32)cc1	0	8	14	7	-5	0.7	9	-2
COc1ccc(S(=O)(=O)CCC(=O)N2CCN(c3ccc(C(C)=O)cc3)CC2)cc1	18	-6	6	-22	0	1.8	-25	-3
CC(=O)OCC(=O)Nc1ccc(C(C)=O)cc1	-22	9	16	-5	-1	-2.3	11	3
COc1ccccc1-c1c(C)nn2c(N)c(-c3ccc(Cl)cc3)cnc12	10	12	10	-8	-5	10	20	0
CCC(C)[C@H](NC(=O)C1CC(=O)N(c2ccc3c(c2)OCO3)C1)C(=O)NC1CCCCC1 (stereo partly drawn)	-34	2	9	-5	-3	-1.7	5	-4
Cc1ccccc1NC1=NS(=O)(=O)c2ccccc21	-15	21	15	16	-2	0.2	14	2
Cc1ccc(-c2cn3cccnc3n2)cc1	-8	-75	29	-31	2	3.0	-22	-4
CCOC(=O)C1CCN(C(=O)c2ccc(Br)o2)CC1	-8	-7	9	-14	-1	-0.5	3	2
O=C(COc1nncc2ccccc12)NCCC1=CCCCC1	11	-4	4	7	1	-0.3	0	-10
Cc1cc(OC(=O)c2cccc(C(F)(F)F)c2)c([N+](=O)[O-])c(=O)[nH]1	14	-3	0	3	2	-1.1	15	-1

Some of these compounds in order of their number in Jurkat NFkB inh, falling.
| mol | Jurkat NFkB inh |
| --- | --- |
| CCOCCCNC(=O)COC(=O)/C=C/c1ccc(S(=O)(=O)N2CCc3ccccc32)cc1 | 8 |
| O=C(COc1nncc2ccccc12)NCCC1=CCCCC1 | -4 |
| CN1CCN(C(=O)C(C(=O)c2ccc(F)cc2)n2ccccc2=O)CC1 (stereo not drawn) | -5 |

Continued.
SMILES	APJ antagonist	Jurkat NFkB inh	tim23-1 inh	697 NFkB inh	XBP1 UPR activ	UPR CHOP act	Mdm2 MdmX PPI	APJ agonist
Cc1cc2n(n1)SC(Nc1ccc(F)cc1)N2 (stereo not drawn)	12	11	6	6	3	-0.5	-1	-4
CC1CCN(c2c(NCc3ccc(C(=O)NCCc4ccc(Cl)cc4)cc3)c(=O)c2=O)CC1	-26	-9	11	-10	2	3.7	16	0
CCN1CCCC(CO)(Cc2ccccc2)C1 (stereo not drawn)	9	6	-8	10	-3	-1.1	-15	-2
COc1cc(/C=C2\SC(=S)N(NS(=O)(=O)c3ccc(C)cc3)C2=O)cc(OC)c1OC	4	3	27	9	1	-1.8	-1	-3
CCOC(=O)C1CCN(S(=O)(=O)c2ccc(OC)c(C(=O)N3CCCCCC3)c2)CC1	14	-3	15	10	2	0.0	3	-1
CC(C)C(OC(=O)/C=C/c1ccc2c(c1)OCO2)C(=O)NC(N)=O (stereo not drawn)	-8	5	0	-1	-1	-1.2	-11	-3
C/C(=N\NC(=O)OC(C)(C)C)c1ccccc1Br	25	-43	11	-40	2	2.2	-25	-1
CCC(C)(C)NC(=O)C(c1cccc(OC)c1OC)N(CCC(C)C)C(=O)CCC(=O)Nc1cc(C)on1 (stereo not drawn)	-10	23	13	24	-3	-3.6	13	-4
COc1ccc(S(N)(=O)=O)cc1C(N)=O	1	11	-3	5	-1	-0.3	10	-3
CC(=O)c1ccc(NC(=O)Nc2ccc([N+](=O)[O-])cc2)cc1	-2	-69	4	-67	2	0.3	-25	2
Cc1nc(-c2cc(-c3ccc(Cl)cc3)no2)cs1	4	-103	17	-155	-6	3.2	-55	-2
COc1cccc2[nH]c3c(N4CCC(C(N)=O)CC4)ncnc3c12	0	9	14	12	-1	-1.4	25	-1
Cc1cc(NC(=O)C2CCCCC2)nc2c1c(=O)oc1ccccc12	8	1	38	15	1	2.0	19	1
Cc1ccc(C)c(CN2C(=O)CSc3ccc(C(=O)NCCN4CCOCC4)cc32)c1	0	-17	12	-10	-5	-0.6	28	-1
COc1cc([C@H]2Oc3c(OC)cc(CCCO[C@@H]4O[C@H](CO)[C@@H](O)[C@H](O)[C@H]4O)cc3[C@@H]2CO)ccc1O	7	9	2	-1	0	0.6	13	-1
Cc1cccc(N2C(=O)c3ccc(Br)cc3C2=O)n1	-15	6	56*	2	-1	-2.2	15	-3
Cc1ccccc1-n1nc2c(c1NC(=O)c1c(-c3ccccc3Cl)noc1C)CSC2	7	9	29	-32	-1	2.6	-19	-2
COC(=O)[C@@]12CCCCN1[C@H](c1ccc(-c3ccc(Cl)c(Cl)c3)c(OC)c1)[C@H]1C(=O)N(C)C(=O)[C@H]12	7	-14	11	16	-1	0.1	65*	-4
COc1ccc(Cc2nc3ccc(C(=O)N4C[C@@H](C)O[C@@H](C)C4)cc3o2)cc1OC	6	-27	5	-103	-1	1.9	-47	-3
Cc1ccc(CN2CCSc3ccc(C(=O)NCCCN4CCOCC4)cc32)cc1	21	-6	4	-28	-2	-0.8	30	-4
Cc1ccc(-n2nc3c(N4CCC(C(=O)NCc5ccccc5C)CC4)nnc(C)c3c2C)cc1	18	32	3	14	16	0.0	96*	-3
O=C(Cc1ccc([N+](=O)[O-])cc1)Nc1ccc(C(=O)N2CCOCC2)cc1	0	4	6	-3	-3	-0.2	26	-3
CC(C)OC(=O)CCC(=O)Nc1ccc(F)cc1	1	-5	9	28	-2	-2.0	14	-3
Clc1ccc(CSc2nncn2-c2ccc3c(c2)OCCO3)cc1	2	58*	52*	-46	1	0.1	51*	0
O=c1cc2oc3cc(O)c(O)cc3c(-c3ccccc3[N+](=O)[O-])c-2cc1O	61*	5	12	15	34*	-1.9	49	-11
Cc1cccc(OCc2nnc(SCC(=O)N3CCN(c4ccccc4)CC3)o2)c1C	-4	-2	8	-10	-1	-1.4	9	0
CCOc1ccccc1C(=O)OCC(=O)Nc1ncc(C(F)(F)F)cc1Cl	-11	-6	24	11	0	-0.8	0	-2
O=C(NC(=S)Nc1ccccc1N1CCOCC1)c1ccc(-c2cccc(Cl)c2)o1	-2	-11	11	-23	0	0.7	29	-3
COc1ccc(/C=C/C2=NN(Cc3ccccc3)C(=O)CC2)cc1	-8	-14	4	6	-3	-1.8	-29	1
CC(C)(C)c1ccc(S(=O)(=O)N2CCCCC2C(=O)NCc2ccccn2)cc1 (stereo not drawn)	13	-7	30	15	-3	0.9	-6	-5
CCOC(=O)c1c(NC(=O)C2c3ccccc3Oc3ccccc32)sc(C(C)=O)c1C	2	7	11	-3	-3	9.6	35	7
CCN(CC)CCCNC(=O)c1cc2c(=O)n(C)c3ccccc3c2n1C	24	-52	7	10	-2	0.0	16	-3
O=S(=O)(c1ccc(OC(F)(F)F)cc1)N1CCCC(c2ccccc2)C1 (stereo not drawn)	-25	-37	9	-28	4	0.5	-32	1
COc1cccc(CN2CC(C(=O)NCCN3CCOC3=O)CCC2=O)c1 (stereo not drawn)	13	2	4	1	-5	-0.1	-12	5
CC(C)CCn1c(CN2CC(C)OC(C)C2)nc2c1c(=O)n(C)c(=O)n2C (stereo not drawn)	4	-8	-1	8	-1	0.2	27	-3
O=C(CCN1C(=O)/C(=C/c2ccc(F)cc2)SC1=S)NNC(=O)c1ccncc1	-4	11	-18	10	-2	-0.9	20	-1
O=C1C=C(c2cc3ccccc3s2)C[C@@H](c2ccc(F)cc2)C1	11	-13	40	4	-1	2.0	-15	-5
O=S(=O)(Nc1ccc(-c2cn3ccsc3n2)cc1)c1ccc2c(c1)OCCO2	-4	-4	24	-7	3	2.7	22	1
Cc1ccc(O)c(N=Cc2cccs2)c1	16	-25	10	-21	0	2.1	-39	0
COc1ccc(C(=O)COc2ccc3c(C)cc(=O)oc3c2)cc1	12	-5	-5	-10	-4	1.1	20	-4
O=C(CNC(=O)C12CC3CC(CC(C3)C1)C2)OCc1cc(=O)n2cc(Br)ccc2n1	3	1	23	17	-2	0.8	-11	-2
Cc1ccc(NC(=O)COc2ccccc2CNC(C)(C)CC(C)(C)C)cc1	-3	5	30	1	0	0.8	90*	3
CCOC(=O)c1ccccc1NC1OC(=O)c2ccccc21 (stereo not drawn)	17	-5	5	4	-1	1.0	-14	1
O=C(CCc1nc2ccccc2c(=O)[nH]1)Nc1ccc(N2CCCCC2)cc1	1	-5	8	7	-2	-2.1	15	-3
CCN1C(=O)c2ccccc2S(=O)(=O)c2ccc(C(=O)NC(C)C)cc21	-13	-6	5	-11	-6	-1.2	-16	-1
O=c1cc(-c2ccc(O)cc2)oc2ccc3ccccc3c12	-7	12	49	-34	-9	-10	68*	-1
COC(=O)c1ccc(COC(=O)c2ccc(-n3cnnn3)cc2)o1	-3	1	10	8	1	-3.0	8	1
O=C(c1ccc(CS(=O)c2cccc(Cl)c2)o1)N1CCN(C2CCCCC2)CC1 (stereo not drawn)	9	3	14	3	-10	1.1	-10	-5

The list goes on; the last five above are carried over.
SMILES	APJ antagonist	Jurkat NFkB inh	tim23-1 inh	697 NFkB inh	XBP1 UPR activ	UPR CHOP act	Mdm2 MdmX PPI	APJ agonist
O=C(CCc1nc2ccccc2c(=O)[nH]1)Nc1ccc(N2CCCCC2)cc1	1	-5	8	7	-2	-2.1	15	-3
CCN1C(=O)c2ccccc2S(=O)(=O)c2ccc(C(=O)NC(C)C)cc21	-13	-6	5	-11	-6	-1.2	-16	-1
O=c1cc(-c2ccc(O)cc2)oc2ccc3ccccc3c12	-7	12	49	-34	-9	-10	68*	-1
COC(=O)c1ccc(COC(=O)c2ccc(-n3cnnn3)cc2)o1	-3	1	10	8	1	-3.0	8	1
O=C(c1ccc(CS(=O)c2cccc(Cl)c2)o1)N1CCN(C2CCCCC2)CC1 (stereo not drawn)	9	3	14	3	-10	1.1	-10	-5
CSc1ccc(C(=O)/C=C/c2ccc(N)cc2)cc1	1	-29	39	-5	2	0.9	-178	-2
CC(OC(=O)c1ccc([N+](=O)[O-])s1)C(=O)Nc1ncc(Cl)cc1Cl (stereo not drawn)	-49	-11	23	17	1	1.5	10	4
O=C(Nc1ccc(F)cc1)c1nc[nH]c1C(=O)Nc1ccc([N+](=O)[O-])cc1	-3	15	-6	2	14	8.4	92*	2
Oc1c(Br)cc(Br)cc1/C=N/n1c(-c2ccccc2)n[nH]c1=S	11	-11	80*	14	1	-0.4	10	-3
CCOC(=O)CSc1nnc(-c2ccccc2)o1	17	2	2	7	-3	-0.1	-11	1
O=C(NC(=S)Nc1ccc2c(c1)OCO2)c1ccccc1	5	-89	12	-115	-1	0.2	-126	-4
CCOc1ccc(N(CC)C(=O)CCS(=O)(=O)c2cccc3nonc23)cc1	25	10	12	5	-2	1.4	10	1
O=C(O)CCc1ccc(-c2cccs2)n1CC1CCCO1 (stereo not drawn)	4	-8	-2	-7	-1	-2.3	22	-1
COc1ccc2oc(=O)c(/C(C)=N/Nc3nc(-c4cc(C)ccc4C)cs3)cc2c1	13	0	16	-18	-1	-1.2	5	0
CC12CC3(C)CC(C)(C1)CC(C(=O)NC(=S)N1CCOCC1)(C2)C3	6	1	39	-12	-4	-1.4	9	0
CC(=O)N1CCc2cc(N=NC3=C(O)CCCC3=O)ccc21	12	-52	7	-105	0	0.4	-50	-4
O=C(/C=C/c1ccccc1Cl)NCCc1ccc(F)cc1	-6	-22	36	-5	-2	0.0	-1	0
COc1ccccc1Oc1ccc(N/C=C2/CCCC2=O)cc1	1	0	11	6	0	2.8	-15	-3
CCOC(=O)CSc1nc(C2CC2)nc2ccccc12	9	18	29	9	-1	0.3	18	-7
